CCT chaperon mod: changes cytosolic chaperonin activity. activity change, % (concentration not given with the values), hits read low. purified chaperonin ATPase assay, HTRF ADP detection, 30 min. AID 651819. 360,000 compounds, 0.3% hits; in the data active = activity change below about -30%; note: % is set by controls: 0 for no effect and ±100 for the full control effect
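TRiC (40 or 20 nM final, by batch activity) in 30 mM Tris pH 7.4, 100 mM KCl, 5 mM MgCl2, 1 mM DTT was treated with compound at 76 uM single dose, then 10 uM ATP, 30 min at 37 °C. ADP was read by HTRF Transcreener.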
EPAC2 ag: activates human EPAC2 exchange factor. 360,000 compounds, 0.079% hits. EPAC2 activation, biochemical qHTS; response scale: 100% = 6.5 mM cAMP response. Q8WZA2. AID 720711. Potency, µM (highest dose often 154 µM), for the others: top-dose activation, hits mostly activators; note: potency is the fitted concentration of half-maximal effect; nearly all actives have a fitted effect of over 50% in size
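Compounds were added across a concentration range to EPAC2 (100 nM), RAP1B-BODIPY-GDP (250 nM) and GDP (50 uM). After 5 min at room temperature, fluorescence was recorded at 5-min intervals for 30 min.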
IL-2 act: activators of IL-2; IL-2 activation reporter assay, cell-based qHTS; stimulated with anti-CD3/CD4/CD28 beads; in transgenic mouse T cells; activation, % (series mostly up to about 46 µM); 360,000 compounds, 0.065% hits; in the data active = activation above about 50%; inconclusive = mostly about 30% to 49%; note: 0% is about no effect
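Quantitative HTS in unstimulated transgenic mouse T cells, with memory T cells as non-tolerant control and PMA/ionomycin as tolerance-bypass control. Compound pretreatment lasted 60 minutes before 18 h bead stimulation; EGFP/DsRed fluorescence read.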
WRN helicase inh: WRN helicase (human) inhibition | Potency, µM (highest dose often 114 µM), for inactives: top-dose activity change, negative = inhibition, actives largely listed as inhibitors | Q14191 | 360,000 compounds, 0.46% hits | WRN helicase unwinding, fluorescent forked duplex, kinetic | AID 651768; note: potency is the fitted concentration of half-maximal effect; % is set by controls: 0 for no effect and ±100 for the full control effect; nearly all actives have a fitted effect of over 55% in size
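Fluorescence dequenching readout, ex 525 nm/em 598 nm, kinetic mode: forked duplex DNA (100 nM final) with adjacent fluorophore and quencher unwound by WRN (20 nM final) with 2 mM ATP. Compound preincubation 15 min, room temperature.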
EPAC1 antagonist: EPAC1 (human) antagonism; O95398; EPAC1 GEF assay, Rap1b-BODIPY-GDP exchange fluorescence; Potency, µM (doses to about 115 µM), for the others: top-dose activity change, negative = inhibition, actives largely listed as inhibitors; 360,000 compounds, 0.14% hits; AID 720709;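 note: potency is the fitted concentration of half-maximal effect; plate controls were vehicle for no effect and positive control for full effect; nearly all actives have a fitted effect of over 50% in size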
Target sequence (O95398 whole entry, looked up): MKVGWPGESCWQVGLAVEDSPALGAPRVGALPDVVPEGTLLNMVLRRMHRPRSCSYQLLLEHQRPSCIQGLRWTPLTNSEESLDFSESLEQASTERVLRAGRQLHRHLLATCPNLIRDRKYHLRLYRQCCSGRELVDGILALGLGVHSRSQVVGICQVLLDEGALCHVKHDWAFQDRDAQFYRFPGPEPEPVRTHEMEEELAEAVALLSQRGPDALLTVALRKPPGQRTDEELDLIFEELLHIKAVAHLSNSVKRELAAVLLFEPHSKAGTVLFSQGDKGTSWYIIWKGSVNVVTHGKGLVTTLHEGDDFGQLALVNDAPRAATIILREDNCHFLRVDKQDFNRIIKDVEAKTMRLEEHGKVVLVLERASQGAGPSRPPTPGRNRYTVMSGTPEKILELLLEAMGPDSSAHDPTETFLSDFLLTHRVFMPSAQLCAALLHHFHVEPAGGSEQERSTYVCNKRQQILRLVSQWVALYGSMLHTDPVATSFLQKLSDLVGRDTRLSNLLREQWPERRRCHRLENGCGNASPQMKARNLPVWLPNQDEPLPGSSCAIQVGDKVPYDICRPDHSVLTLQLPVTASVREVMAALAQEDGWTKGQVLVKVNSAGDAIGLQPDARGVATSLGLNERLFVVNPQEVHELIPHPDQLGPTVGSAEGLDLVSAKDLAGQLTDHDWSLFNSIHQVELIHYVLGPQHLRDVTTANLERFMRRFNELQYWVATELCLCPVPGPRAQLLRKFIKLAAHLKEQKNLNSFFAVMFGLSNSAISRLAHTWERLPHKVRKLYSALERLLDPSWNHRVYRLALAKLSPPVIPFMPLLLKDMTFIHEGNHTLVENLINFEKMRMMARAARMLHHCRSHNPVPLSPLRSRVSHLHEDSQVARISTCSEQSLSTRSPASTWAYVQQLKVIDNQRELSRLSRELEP
PI5P4K alpha inh: inhibitors of human PI5P4K alpha | 330,000 compounds, 1.2% hits | max response, % | PI5P4Kalpha enzyme, ADP-Glo luminescence, 60 min; stronger effect = lower value; active = max response of -50% or lower; inconclusive = between -30% and -50%; inactive = -30% or higher; note: value at the top dose of about 77 µM; % is set by controls: 0 for no effect and ±100 for the full control effect
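Compounds were pin-transferred onto PI5P4Kalpha and substrate in HEPES pH 7.4 buffer with EGTA, CHAPS and 5% DMSO. ATP (5 microM final) started the reaction, which ran 60 minutes at room temperature before ADP-Glo detection.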
EPAC1 agonist: EPAC1 (human) agonism | Potency, µM (doses to about 154 µM), without a hit: at the top dose activation, most hits filed as activators | 360,000 compounds, 0.073% hits | O95398 | EPAC1 agonist qHTS, biochemical assay; response scale: 100% = response to 6.5 mM cAMP; note: potency is the fitted concentration of half-maximal effect; nearly all actives have a fitted effect of over 60% in size
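Normalized to 6.5 mM cAMP, activity reflects EPAC1-catalysed release of BODIPY-GDP from Rap1B, followed kinetically over 30 min at 480 nm excitation, 540 nm emission. Reaction contained 100 nM EPAC1, 250 nM Rap1B-BODIPY-GDP, 50 uM GDP.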
PLK1 PBD block: blocks phosphopeptide binding to human PLK1 polo-box domain. Potency, µM, inactives show max response, negative = inhibition, usual class: inhibitors. 360,000 compounds, 2.8% hits. Plk1 PBD binding of FITC phosphopeptide, fluorescence polarization. P53350; note: potency is the fitted concentration of half-maximal effect; series mostly up to about 57 µM; % is set by controls: 0 for no effect and ±100 for the full control effect; nearly all actives have a fitted effect of over 65% in size
The depositor's hits bear a star; u = inconclusive; x = no result given; [ ] = remark or other dose. Unless noted, calls come from the whole dose curve; as a rule, active = well fitted curve in the direction sought with a large enough effect; inconclusive = small, poorly fitted or top-dose-only effect, or another doubt; inactive = no such curve, though single readings can be large; an effect the other way counts as inactive or inconclusive. This is a subset; rates above refer to the full screens.

SMILES	CCT chaperon mod	EPAC2 ag	IL-2 act	WRN helicase inh	EPAC1 antagonist	PI5P4K alpha inh	EPAC1 agonist	PLK1 PBD block
Cn1c(COc2ccc(F)cc2)nnc1SCC(=O)NC1CC1	-1.8	12%	0.5	-9%	-10%	-22	5%	-6%
CN(C)CC/C=C1\c2ccccc2Sc2ccc(Cl)cc21	-2.1	15%	-0.6	2%	11%	5	-3%	-13%
O=C(Nc1ccc(Sc2ccc(Br)cc2)cc1)c1ccco1	-0.9	2%	1.5	-13%	-14%	15	18%	-9%
COc1cccc(-c2cnc(C(O)c3ccc(CN4CCCC4)cc3)[nH]2)c1 (centres undefined)	-2.3	1%	0.1	4%[57.1 µM]	-7%	3	-3%	3%
C/C(=N\NC(=O)c1cc2ccccc2cc1O)c1ccc(C)o1	-1.9	9%	1.1	-29%	u	-61*	8%	1%
COc1ccccc1Nc1nc2nonc2nc1N1CCC(C)CC1	-4.5	-4%	-2.1	8%	8%	9	-8%	1%
Cc1cc(C)c(C)c(S(=O)(=O)NCC(=O)O)c1C	-0.6	-15%	-0.6	-5%	-19%	1	-3%	-3%
CC(C)[C@H](NC(=O)Nc1cccc(Br)c1)C(=O)O	0.8	6%	-2.8	5%	-22%	-1	-12%	0%
CCC1Nc2ncnc(N3CCOCC3)c2N(Cc2ccccc2)C1=O (centres undefined)	-3.4	10%	-0.1	-2%	-18%	-2	6%	-13%
O=C(Nc1cccc2ccccc12)c1ccc(Br)o1	1.0	16%	1.5	-16%	-8%	-8	8%	-13%
Nc1n[nH]c(C2CCCCC2)n1	0.3	7%	-0.2	5%	3%	-6	-9%	2%
Cc1nc2ccc(C(=O)c3ccccc3)cc2[nH]1	0.7	4%	-0.6	0%	8%	-1	-7%	-6%
O=C(Nc1ccc(O)cc1)c1ccc2c(c1)C(=O)N(N1C(=O)c3ccccc3C1=O)C2=O	1.2	7%	-2.4	-13%	0%	-3	10%	-11%
CCOc1ccc(N2C(=O)c3cccnc3C2Nc2ccc(OC)cc2)cc1 (centres undefined)	-0.9	11%	3.0	2%	-5%	x	7%	-15%
O=S1(=O)CCOC[C@H](CC2CCCCC2)N1Cc1cccc(F)c1	-2.3	-7%	-0.5	-3%	-21%	13	-16%	-5%
CCOc1ccc(Cn2nnc(C(=O)Nc3cc(OC)cc(OC)c3)c2N)cc1	-1.4	-2%	-2.3	-14%	-8%	1	-12%	-7%
CC(C)(C)c1ccc(C(=O)N2CCC(C(=O)NCCC3=CCCCC3)CC2)cc1	-1.7	0%	0.1	-9%	6%	x	-6%	-7%
O=[N+]([O-])c1cccc(COc2cccc(CO)c2)c1	-1.9	8%	-0.5	2%	6%	6	-1%	-6%
COc1ccc(OCC(O)CN2CCOCC2)cc1 (centres undefined)	-1.7	5%	0.8	6%	-9%	0	-10%	5%
COC(=O)c1cccc(S(=O)(=O)N(Cc2ccco2)Cc2cc3cc(OC)ccc3[nH]c2=O)c1	-2.0	3%	0.9	-22%	14%	x	18%	-14%
O=C(CN1CCCC1)N1c2ccccc2C=Cc2ccccc21	2.4	1%	-0.3	-5%	0%	0	2%	-7%
COc1ccc(-n2c(COc3cccc4ccccc34)nnc2SC(C)C(=O)O)cc1 (centres undefined)	-0.7	19%	-4.2	4%	-4%	-97*	4%	-16%
Cc1cc(Nc2ccccc2)n2nc(C)c(-c3ccccc3)c2n1	-1.2	12%	0.0	2%	-11%	0	15%	-4%
CC(C)(C)OC(=O)C[C@H]1C/C=C\C[C@@H](CC(=O)NCCO)C(=O)NC[C@H](c2ccccc2)OC1=O	1.0	-1%	0.7	4%	11%	-1	-15%	1%
COc1ccc(OC)c(/C=C/C(=O)N(C)CC(=O)Nc2cc(C)ccc2C)c1	-5.3	3%	-3.4	3%	-24%	-3	1%	-2%
COc1ccc(-n2ncc3c(NCCCn4ccnc4)ncnc32)cc1	0.7	6%	-1.8	-11%	-6%	1	6%	-1%
COCCNC(=O)C1(C)CCCN(C(=O)c2ccc(F)cc2Cl)C1 (centres undefined)	0.0	8%	-0.5	0%	-5%	2	7%	1%
CC(=O)c1cccc(NC(=O)C2CC(=O)N(c3ccc4c(c3)OCCO4)C2)c1 (centres undefined)	-4.2	3%	-1.7	-26%	1%	1	5%	-2%
COc1ccccc1C(=O)NNC(=O)c1cccc(Cl)c1	0.8	-1%	-1.9	7%	0%	-3	-10%	-3%
CCCC(C(=O)NC1CCCC1)N(Cc1cccs1)C(=O)c1snc(C(N)=O)c1N (centres undefined)	-0.4	3%	0.1	6%	-2%	x	1%	-8%
C=CCN1CCc2cc(O)c(O)cc2C(c2ccccc2)C1 (centres undefined)	-1.0	1%	-0.3	4%	-20%	-3	-16%	-9%
O=C(Nc1ccccc1)Nc1ccc2snnc2c1	1.0	10%	-1.5	3%	-14%	-1	3%	-20%
C=CCOc1ccc(/C=C/C(=O)OC(C)C(=O)Nc2ccc(NC(C)=O)cc2)cc1 (centres undefined)	1.0	-8%	-1.2	-3%	-17%	1	-1%	4%
CC1(C)CC(=O)C(N=Nc2ccc3ncsc3c2)=C(O)C1	-1.4	-2%	4.9	-11%	-22%	-2	-12%	-10%
O=C(Cn1ccc2ccccc2c1=O)NCCC(=O)NC1CCN(Cc2ccccc2)CC1	-31*	10%	-0.2	8%	-2%	1	2%	-14%
COCCn1c(Cc2ccccc2)nnc1SCC(=O)N1CCCC1=O	0.0	5%	-0.5	-5%	9%	4	5%	-2%
O=C(Nc1nc2ccccc2s1)C1CC(=O)N(c2ccc(Cl)cc2)C1 (centres undefined)	-0.3	7%	2.2	-5%	-19%	9	16%	-14%
O=C(c1cc[n+]([O-])cc1)N1CCCC(N2CCN(c3cccc(C(F)(F)F)c3)CC2)C1 (centres undefined)	1.4	11%	-3.2	-16%	4%	11	-8%	-9%
O=C(COC(=O)c1cccnc1Cl)Nc1cccc(S(=O)(=O)N2CCOCC2)c1	-2.5	-4%	-0.7	-28%	-1%	-4	7%	-12%
O=C(CS(=O)(=O)Cc1ccccc1)c1ccccc1	1.7	-1%	1.6	-4%	1%	5	13%	-2%
COc1ccc(N(Cc2ccccc2)C(=O)OC(C)(C)C)c(C(=O)N(C)OC)c1	0.3	3%	1.4	3%	-5%	-12	-20%	-8%
COC(=O)c1cc(C(=O)OC)cc(S(=O)(=O)Nc2ccc(Cl)c(N)c2)c1	-3.5	12%	0.0	-2%	7%	0	-3%	-5%
Fc1ccccc1CSc1nc2ncccc2[nH]1	-1.3	14%	-0.6	-11%	1%	-12	5%	19µM*
COc1ccc(/C=C/C(=O)NCc2ccccn2)cc1	0.3	-11%	1.9	-2%	-16%	4	-3%	7%
Cc1ccc(S(=O)(=O)CC(=O)Nc2cc(C)on2)cc1	2.2	3%	0.3	-9%	-7%	2	13%	-2%

An excerpt of the results above, for reference:
SMILES	CCT chaperon mod	EPAC2 ag	IL-2 act	WRN helicase inh	EPAC1 antagonist	PI5P4K alpha inh	EPAC1 agonist	PLK1 PBD block
CC1(C)CC(=O)C(N=Nc2ccc3ncsc3c2)=C(O)C1	-1.4	-2%	4.9	-11%	-22%	-2	-12%	-10%
O=C(Cn1ccc2ccccc2c1=O)NCCC(=O)NC1CCN(Cc2ccccc2)CC1	-31*	10%	-0.2	8%	-2%	1	2%	-14%
COCCn1c(Cc2ccccc2)nnc1SCC(=O)N1CCCC1=O	0.0	5%	-0.5	-5%	9%	4	5%	-2%
O=C(Nc1nc2ccccc2s1)C1CC(=O)N(c2ccc(Cl)cc2)C1 (centres undefined)	-0.3	7%	2.2	-5%	-19%	9	16%	-14%
O=C(c1cc[n+]([O-])cc1)N1CCCC(N2CCN(c3cccc(C(F)(F)F)c3)CC2)C1 (centres undefined)	1.4	11%	-3.2	-16%	4%	11	-8%	-9%
O=C(COC(=O)c1cccnc1Cl)Nc1cccc(S(=O)(=O)N2CCOCC2)c1	-2.5	-4%	-0.7	-28%	-1%	-4	7%	-12%
O=C(CS(=O)(=O)Cc1ccccc1)c1ccccc1	1.7	-1%	1.6	-4%	1%	5	13%	-2%
COc1ccc(N(Cc2ccccc2)C(=O)OC(C)(C)C)c(C(=O)N(C)OC)c1	0.3	3%	1.4	3%	-5%	-12	-20%	-8%
COC(=O)c1cc(C(=O)OC)cc(S(=O)(=O)Nc2ccc(Cl)c(N)c2)c1	-3.5	12%	0.0	-2%	7%	0	-3%	-5%
Fc1ccccc1CSc1nc2ncccc2[nH]1	-1.3	14%	-0.6	-11%	1%	-12	5%	19µM*
COc1ccc(/C=C/C(=O)NCc2ccccn2)cc1	0.3	-11%	1.9	-2%	-16%	4	-3%	7%
Cc1ccc(S(=O)(=O)CC(=O)Nc2cc(C)on2)cc1	2.2	3%	0.3	-9%	-7%	2	13%	-2%

(listing goes on)
SMILES	CCT chaperon mod	EPAC2 ag	IL-2 act	WRN helicase inh	EPAC1 antagonist	PI5P4K alpha inh	EPAC1 agonist	PLK1 PBD block
Cc1ccc(C)c(NS(=O)(=O)c2cc(C(=O)NCCC3=CCCCC3)ccc2C)c1	-3.9	15%	-2.7	-12%	-6%	x	18%	-5%
Cc1ccc(CNC(=O)c2ccc(CNc3c(N4CCCC4)c(=O)c3=O)cc2)cc1	-1.2	5%	-3.5	-6%	-20%	2	2%	-5%
CCCC(NC(=O)Cc1c(C)c2cc3c(C)c(C)oc3c(C)c2oc1=O)C(=O)N[C@@H](Cc1ccccc1)C(=O)O (some centres undefined)	-3.7	-3%	-1.2	-16%	u	-6	-2%	u
Cc1ccc(N2C(=O)CC(Sc3nc(-c4ccccc4)c4cc(Cl)ccc4n3)C2=O)c(C)c1 (centres undefined)	-0.2	-3%	-3.3	13%	1%	-3	11%	-19%
O=C(CC1CCCC1)NCCS(=O)(=O)N1CCN(c2ccc(F)cc2)CC1	-3.2	-2%	-3.8	-2%	5%	-2	8%	-5%
Cc1nnc(SCc2cccc3ccccc23)n(N)c1=O	-1.2	3%	-1.0	-19%	-6%	-1	0%	-3%
Cc1ccc(NC(=O)NC(=O)CSc2nnnn2C)c(C)c1	-0.8	2%	-0.7	1%	-8%	x	0%	-3%
CC#CC[N+](C)(C)CC(=O)c1ccccc1	-2.0	5%	0.1	8%	-10%	-1	2%	-5%
Cc1cccn2c(=S)[nH]nc12	-1.3	-1%	-3.5	-13%	0%	-59*	-7%	0%
CSc1nc2nc3c(c(=O)n2[nH]1)CCCC3	0.0	2%	-0.3	5%	-7%	-3	-7%	-1%

Assay outcomes from PubChem.
